TRHR PAM = TRH receptor (human) allosteric enhancement; P34981; TRHR cells, fluo-8 calcium fluorescence, EC20 TRH enhancement; enhancement, % at 2 µM; 0.66% of 360,000 active; in the data active = enhancement above about 30%; note: 0% is about no effect
Target sequence (P34981 whole entry, looked up): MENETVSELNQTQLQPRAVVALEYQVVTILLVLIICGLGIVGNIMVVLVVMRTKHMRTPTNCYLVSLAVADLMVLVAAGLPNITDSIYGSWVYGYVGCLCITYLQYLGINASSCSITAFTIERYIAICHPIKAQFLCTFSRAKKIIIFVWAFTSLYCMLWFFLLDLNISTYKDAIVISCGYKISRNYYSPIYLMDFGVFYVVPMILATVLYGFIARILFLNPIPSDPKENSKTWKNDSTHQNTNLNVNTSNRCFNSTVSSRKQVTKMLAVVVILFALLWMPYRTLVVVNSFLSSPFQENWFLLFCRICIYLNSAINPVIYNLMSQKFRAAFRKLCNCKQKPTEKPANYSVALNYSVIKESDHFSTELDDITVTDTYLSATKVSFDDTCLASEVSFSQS
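Enhancer read-out: after compound pinning and an initial kinetic agonist-mode read, an EC20 of TRH (10 nM final) was injected and fluo-8 calcium signal (Ex 480/Em 530) followed at 1 s/cycle for 100 cycles in TRHR-expressing cells.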
Apoferritin bind = candidate novel general anesthetic via apoferritin binding. P02791. apoferritin/1-aminoanthracene competitive binding, fluorescence. Potency, µM (doses to about 77.5 µM), for the others: top-dose activity change, negative = displacement, most hits filed as inhibitors. 0.074% of 350,000 active. AID 485281; note: potency is the fitted concentration of half-maximal effect; % is set by controls: 0 for no effect and ±100 for the full control effect; nearly all actives have a fitted effect of over 20% in size
Target sequence (P02791 2-175 limits assumed): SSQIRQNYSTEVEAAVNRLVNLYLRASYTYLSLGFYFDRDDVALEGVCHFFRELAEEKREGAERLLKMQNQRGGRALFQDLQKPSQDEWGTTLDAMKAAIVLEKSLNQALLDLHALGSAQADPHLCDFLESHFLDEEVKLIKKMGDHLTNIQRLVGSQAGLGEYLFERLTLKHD
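10 uM apoferritin + 50% sat. 1-AMA, PBS; cpd 10 min RT; Ex380/Em535 endpoint; normalized to free probe vs complex; 4-param Hill fit; propofol titration as pos. ctrl.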
D1 PAM = human D1 dopamine receptor positive modulation; AID 504651; P21728; HEK293 TREx D1 cells, calcium flux, dopamine EC20 potentiation; 0.036% of 360,000 active; potentiation, % at 10 µM; in the data active = potentiation above about 30%; note: 0% is about no effect
D2 potentiator = D2 dopamine receptor (human) potentiation; potentiation, % at 10 µM; HEK293 T-REx D2, calcium flux, EC20 dopamine potentiation; 0.34% of 340,000 active; P14416; AID 485347;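 active = potentiation over 3 SD above the plate norm, cut at about 30% in these data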; note: 0% is about no effect
Target sequence (P14416 whole entry, looked up): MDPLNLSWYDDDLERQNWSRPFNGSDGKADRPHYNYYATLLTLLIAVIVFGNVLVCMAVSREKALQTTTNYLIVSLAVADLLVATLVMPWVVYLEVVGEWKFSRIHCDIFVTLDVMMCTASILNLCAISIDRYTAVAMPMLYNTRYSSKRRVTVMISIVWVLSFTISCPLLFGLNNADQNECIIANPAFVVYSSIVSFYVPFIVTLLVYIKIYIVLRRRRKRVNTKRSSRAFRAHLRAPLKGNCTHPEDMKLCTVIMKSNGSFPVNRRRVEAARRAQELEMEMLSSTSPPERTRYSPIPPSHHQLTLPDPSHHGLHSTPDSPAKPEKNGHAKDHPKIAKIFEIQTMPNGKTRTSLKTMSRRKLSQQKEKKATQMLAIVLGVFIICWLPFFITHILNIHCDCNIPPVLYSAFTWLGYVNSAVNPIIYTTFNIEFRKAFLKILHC
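Tetracycline-induced HEK293 T-REx cells force-coupled to calcium signalling expressed D2; compounds were pin-added after a 10 s baseline, read kinetically 180 s, then an EC20 dopamine challenge followed with a further 180 s calcium read.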
D1 antag = human D1 dopamine receptor antagonism. P21728. HEK293 TREx D1 cells, calcium flux, dopamine EC80; active compounds read low. activity change, negative = inhibition, % at 10 µM. 3.2% of 360,000 active. AID 504652; in the data active = activity change below about -30%; note: % is set by controls: 0 for no effect and ±100 for the full control effect
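Antagonism measured as reduced calcium response to an EC80 dopamine addition following 180 s compound pre-read; cells were inducible HEK293 Trex D1 plated overnight at 30 C, read kinetically at 1 cycle/sec.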
TRHR ag = agonists of human TRH receptor; 0.18% of 360,000 active; TRHR cells, calcium flux fluo-8, FDSS agonist mode; P34981; activation, % at 2 µM; AID 493084; in the data active = activation above about 30%; note: 0% is about no effect
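TRHR-expressing cells loaded with fluo-8 calcium dye; 23 nL library compound pin-transferred, kinetic FDSS fluorescence (Ex 480/Em 530) recorded about 180 s for agonist-induced calcium release, before a 10 nM TRH EC20 addition for potentiator mode.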
RXFP1 antagonist = antagonists of human relaxin receptor RXFP1 | Q9HBX9 | HEK293-RXFP1, relaxin-stimulated cAMP HTRF, 30 min; active compounds read low | activity change, negative = inhibition, % at 57.5 µM | 0.59% of 350,000 active | AID 1259400;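 active = activity change of -60% or lower, but not beyond a set lower limit; inconclusive = change between -60% and -40%, or beyond the set limit; inactive = change above -40%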; note: % is set by controls: 0 for no effect and ±100 for the full control effect
D1 ag = human D1 receptor agonism; HEK293 T-REx D1 cells, calcium flux, agonist mode; P21728; activation, % at 2 µM; 1% of 360,000 active; in the data active = activation above about 30%; note: 0% is about no effect
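Inducible HEK293 T-REx D1 cells, force-coupled to calcium signalling, were plated at 4000 cells/well with tetracycline and held overnight at 30 C. After no-wash calcium dye loading, compound-evoked calcium rise over 180 s flagged agonists.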
RXFP1 ag = activates the human relaxin receptor RXFP1. 0.3% of 370,000 active. Q9HBX9. Potency, µM (titrated, usually from 57.5 µM), without a hit: at the highest dose activation, most hits filed as activators. AID 2676. HEK293T-RXFP1 cAMP TR-FRET, 30 min; response scale: percent of porcine relaxin response, buffer zero; note: potency is the fitted concentration of half-maximal effect; % is set by controls: 0 for no effect and ±100 for the full control effect; nearly all actives have a fitted effect of over 60% in size; many of its hits are not listed in these tables
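Agonist response is measured as cAMP accumulation in an RXFP1-transfected HEK293T line under PDE4 inhibition. Values are scaled between buffer-only and 29 nM porcine relaxin, and EC50s come from standard Hill equation fits.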
Active calls of the source: *; ? = inconclusive; · = no result given; [ ] = another dose, or the depositor's remark. Unless noted, calls come from the whole dose curve; as a rule, active = well fitted curve in the direction sought with a large enough effect; inconclusive = small, poorly fitted or top-dose-only effect, or another doubt; inactive = no such curve, though single readings can be large; an effect the other way counts as inactive or inconclusive.

SMILES | TRHR PAM | Apoferritin bind | D1 PAM | D2 potentiator | D1 antag | TRHR ag | RXFP1 antagonist | D1 ag | RXFP1 ag
Cc1noc(C)c1C(=O)Nc1sc(C)c(-c2ccccc2)c1C#N | -2 | 10% | -7 | 9 | -14 | 0.3 | 6 | 7 | 4.0%
N#Cc1ccccc1S(=O)(=O)N1CCN(C(=O)c2cn(-c3ccccc3)nc2-c2cccnc2)CC1 | 2 | · | 5 | -8 | 17 | -0.4 | -8 | 1 | 2.0%
CN1C(C(=O)NCc2ccc(OC(F)(F)F)cc2)CC2Cn3c(nc4ccccc43)C21 (centres undefined) | -2 | -1% | -4 | -2 | 2 | 0.0 | · | 3 | -2.6%
Cc1ccccc1NC(=O)CSc1nnnn1C | -12 | -9% | 3 | -3 | 4 | 0.2 | 5 | 2 | 1.1%
CCc1ccc(Nc2n[n+](-c3ccccc3)c(-c3cccc(Cl)c3Cl)s2)cc1 | 9 | · | 0 | 12 | -1 | 0.7 | · | 4 | 0.6%
COc1ccc([N+](=O)[O-])cc1N(CC(O)CN1CCCC1)S(=O)(=O)c1ccc(C)cc1 (centres undefined) | 11 | -17% | 1 | -11 | -10 | 0.3 | -66* | 6 | -0.7%
COc1cccc(NC(=O)c2csc3c2CCCCC3)c1 | -6 | -4% | -5 | -2 | 16 | 1.6 | · | 3 | -1.3%
CC(=O)Nc1ccc(-c2nnn(CC(=O)c3ccccc3)n2)cc1Cl | 2 | -21% | -1 | 10 | 2 | 0.8 | -2 | 4 | 0.6%
C=CCn1c(N)cc(=O)nc1SCC(=O)Nc1cccc2ccccc12 | 0 | -10% | 3 | 12 | -7 | -0.4 | -2 | 1 | -0.3%
COc1ccc(OC)c(S(=O)(=O)NC(N)=NCCc2ccccc2)c1 | -1 | -14% | -3 | 18 | -7 | 0.0 | -2 | 3 | 2.0%
CCOc1cc(/C=N/NC(=O)C(C)Sc2ccccc2)ccc1O (centres undefined) | -2 | -21% | -1 | -1 | -2 | -0.8 | 6 | 2 | 1.7%
CC1CN(CCCCSc2ccc(Cl)cc2)CC(C)O1 (centres undefined) | -2 | -12% | -3 | -12 | -1 | -0.5 | -33 | 5 | 0.6%
CSCCC(=O)N1CCC(n2nccc2NC(=O)CCc2ccccc2)CC1 | 3 | -4% | 5 | 15 | 9 | 1.3 | 1 | 1 | -3.0%
Cc1ccc(Nc2nnc(SCC(=O)N(C)C3CCS(=O)(=O)C3)s2)cc1 (centres undefined) | 0 | -9% | -2 | -5 | -3 | 0.0 | -8 | 2 | -1.3%
CN1CCCC(OC(=O)CCCC(=O)OC2CCCN(C)C2)C1 (centres undefined) | -4 | -3% | -1 | -10 | -7 | 1.4 | 0 | 7 | 2.7%

Full records, looked up by structure:
`Cc1ccccc1NC(=O)CSc1nnnn1C` reads TRHR PAM = -12; Apoferritin bind = -9%; D1 PAM = 3; D2 potentiator = -3; D1 antag = 4; TRHR ag = 0.2; RXFP1 antagonist = 5; D1 ag = 2; RXFP1 ag = 1.1%
`CC(=O)Nc1ccc(-c2nnn(CC(=O)c3ccccc3)n2)cc1Cl` reads TRHR PAM = 2; Apoferritin bind = -21%; D1 PAM = -1; D2 potentiator = 10; D1 antag = 2; TRHR ag = 0.8; RXFP1 antagonist = -2; D1 ag = 4; RXFP1 ag = 0.6%

Carrying on:
SMILES | TRHR PAM | Apoferritin bind | D1 PAM | D2 potentiator | D1 antag | TRHR ag | RXFP1 antagonist | D1 ag | RXFP1 ag
COc1ccc(OCc2nnc(SCC(=O)Nc3ccccc3F)o2)cc1 | 1 | 4% | -3 | 4 | 4 | -0.3 | -8 | 2 | 0.9%
CCCSc1nc2c(=O)[nH][nH]c(=O)c2n1Cc1ccccc1 | -1 | 8% | -2 | -9 | 7 | 0.2 | -10 | 2 | 0.1%
COCCn1ccc2c(OCC(=O)Nc3cccc(NC(C)=O)c3)cccc2c1=O | 2 | · | -5 | -2 | -9 | 0.0 | -18 | 4 | 0.3%
O=Cc1cnc(N2CCN(Cc3ccccc3)CC2)s1 | 4 | -4% | -2 | -1 | 0 | 0.5 | -14 | 2 | 4.7%
Cc1c(C(=O)N2CCCCC2)c(S(=O)(=O)NCCc2ccc(S(N)(=O)=O)cc2)c(C)n1C | 3 | -4% | -1 | -7 | 13 | 0.9 | 19 | 2 | -0.3%
O=C(c1cc([N+](=O)[O-])ccc1Cl)N1CCN(c2ccc([N+](=O)[O-])cc2)CC1 | -6 | -10% | -5 | 7 | -7 | 0.2 | -2 | 14 | -7.4%
O=C(c1ccco1)N1CCN(CC(O)COc2ccc3oc4ccccc4c3c2)CC1 (centres undefined) | -5 | ? | -9 | -19 | -35* | 0.8 | -6 | 23 | 0.8%
CCOC(=O)COc1ccc(CC)cc1C(=O)c1ccn2nc(-c3ccc(C)cc3)cc2n1 | 3 | -24% | -5 | -7 | -16 | -1.5 | · | 0 | 15%
Cc1c(C(=O)OC(C)C)sc(N)c1C(=O)OC(C)C | 3 | -3% | 0 | 1 | 2 | 0.0 | ? | 1 | -0.4%
CC1=C(C(=O)N(C)C)C(c2ccc(C)s2)NC(=S)N1 (centres undefined) | -6 | 3% | -4 | · | 4 | 0.5 | -19 | 2 | 2.1%
O=C(c1cc(-c2ccncc2)nc2ccc(Br)cc12)N1CCN(c2ccccn2)CC1 | 1 | -11% | -6 | 21 | -1 | 0.5 | -10 | 0 | 4.8%
O=C(CCn1cnc2ccccc2c1=O)Nc1nc2c(s1)CCCC2 | 2 | -8% | 9 | 4 | -1 | -0.1 | -8 | 0 | 1.7%
CCOC(=O)C1=C(C)N=c2s/c(=C/c3ccc(OCC(=O)O)cc3)c(=O)n2C1c1ccc(SC)cc1 (centres undefined) | -1 | -21% | -7 | -10 | -15 | 19 | · | 30* | -1.7%
Cc1cc2ccccc2c(=O)n1CC(=O)Nc1ccc2c(c1)OCO2 | 5 | -19% | 0 | 15 | 0 | -0.4 | 0 | 0 | 0.0%
COc1ccc(Cl)cc1C(=O)Nc1cccc2ncccc12 | 2 | -10% | -19 | 4 | -3 | -0.3 | 7 | 0 | -1.3%
CCOc1ccccc1Oc1ccc(C(F)(F)F)cn1 | -5 | 4% | -2 | · | 4 | 0.3 | -5 | 1 | -0.2%
CN(C)c1nc2ccccc2c(N)c1-c1ccccc1 | -1 | -14% | -9 | -12 | -5 | 0.5 | 9 | 6 | -0.9%
O=C(CN1CCN(S(=O)(=O)c2ccc(Cl)cc2)CC1)Nc1ccc2c(c1)OCCO2 | -10 | -10% | -8 | -7 | -19 | 0.0 | 0 | 3 | 0.1%
COc1ccccc1Nc1nc(-c2sc(NC(=O)CC(C)C)nc2C)cs1 | -2 | -14% | 0 | -4 | -9 | -0.2 | · | 4 | 0.3%
COc1ccc(NC(=O)Cn2c(=O)n(CC3CCCO3)c(=O)c3cc(OC)c(OC)cc32)c(OC)c1 (centres undefined) | 5 | -14% | 0 | 0 | 6 | -0.8 | · | 1 | -0.8%
Cn1nc(C2CC2)cc1NC(=O)CC(CC(=O)O)c1ccccc1 (centres undefined) | 3 | 9% | -6 | -6 | -7 | 0.0 | -32 | 4 | 3.3%
O=C(C1CCCN(S(=O)(=O)c2ccc(F)cc2)C1)N1CCCCC1 (centres undefined) | -1 | -4% | -5 | -3 | -4 | -0.4 | 0 | 3 | 2.9%
COCCNC(=O)CN(C(=O)CCC(=O)Nc1ccccn1)c1ccc(C)cc1C | 0 | -5% | -4 | -2 | -8 | 0.5 | 5 | 2 | -1.3%
O=C(c1ccc2c(c1)OCCO2)N(Cc1cccnc1)c1nc2c(Cl)cccc2s1 | -13 | 54%[activator] | 0 | 2 | -6 | 0.8 | -6 | 7 | -0.1%
Cc1ccc2cccc(OCC(=O)N3CCc4ccccc43)c2n1 | 19 | -9% | -5 | -10 | 0 | -0.4 | -14 | 1 | 3.0%
CCOC(=O)c1c(NC(=O)CN2C(=O)NC3(CCCCC3)C2=O)sc(C)c1-c1ccc(C)cc1 | -3 | -1% | 12 | -3 | 9 | 0.0 | 15 | 3 | 0.5%
CCN1CCN(CCCN(Cc2ccco2)C(=S)Nc2ccc(Cl)cc2)CC1 | -3 | -9% | 0 | -20 | -8 | 0.4 | -1 | 2 | 1.0%
O=C(Nc1cccc(F)c1)c1c(F)c(F)c(F)c(F)c1F | -6 | -6% | -5 | 0 | -36* | -2.5 | 0 | 18 | 0.4%
COc1ccc(OC)c(CNC(=O)C2CCCN(c3ncnc4onc(-c5ccc(F)cc5)c34)C2)c1 (centres undefined) | -5 | -3% | -6 | 3 | 19 | -1.4 | -8 | 4 | -1.0%
OC(CN1CCOCC1)Cn1cnc2ccccc21 (centres undefined) | -6 | 7% | -5 | 6 | 5 | 0.7 | -8 | 0 | 0.0%

An excerpt from above in order of the D1 antag value, ascending:
SMILES | D1 antag
O=C(c1ccco1)N1CCN(CC(O)COc2ccc3oc4ccccc4c3c2)CC1 (centres undefined) | -35*
CCOC(=O)C1=C(C)N=c2s/c(=C/c3ccc(OCC(=O)O)cc3)c(=O)n2C1c1ccc(SC)cc1 (centres undefined) | -15
CC1=C(C(=O)N(C)C)C(c2ccc(C)s2)NC(=S)N1 (centres undefined) | 4

Carrying on:
SMILES | TRHR PAM | Apoferritin bind | D1 PAM | D2 potentiator | D1 antag | TRHR ag | RXFP1 antagonist | D1 ag | RXFP1 ag
Nc1nc(Nc2ccc(Cl)cc2)n[nH]1 | 0 | -21% | -9 | 1 | -11 | 1.1 | -8 | 3 | -1.4%
Cc1ccc(S(=O)(=O)N(C)CC(=O)Nc2cccnc2)cc1 | -1 | 0% | 3 | -7 | -6 | 0.0 | 31 | 2 | 6.5%
COCCN1Cc2cccc(C(=O)Nc3ccc(C)cc3)c2C1=O | -5 | -10% | -7 | 4 | -24 | 0.8 | 0 | 1 | 1.9%
COCCCn1c(SCC(=O)Nc2cccc(C)n2)nnc1-c1ccco1 | 2 | -2% | -2 | 3 | -5 | -0.1 | -1 | -2 | 0.1%
COc1ccc(CCNC(=O)Cn2c(=O)n(CC3CCCO3)c(=O)c3ccccc32)cc1OC (centres undefined) | -3 | 0% | -4 | 1 | 19 | -0.2 | 2 | 3 | 0.0%
Cc1ccccc1C1c2[nH]c3ccccc3c2C[C@H]2C(=O)N(c3ccccc3C(=O)NCCCN3CCOCC3)C(=O)N12 (some centres undefined) | 7 | -8% | -4 | -1 | -1 | 0.8 | · | 3 | 3.0%
Cn1c(N)c(C(=O)CSc2nnc(Cc3cccs3)n2C2CC2)c(=O)n(C)c1=O | -1 | · | -10 | · | -17 | 0.0 | -12 | 1 | 3.5%

Assay outcomes (PubChem BioAssay)

An excerpt, so the mix of outcomes need not match the whole.
